From PubChem
CCT chaperon mod = modulators of cytosolic chaperonin (CCT/TRiC) activity. purified chaperonin ATPase assay, HTRF ADP detection, 30 min. activity change, % (concentration not given with the values), hits read low. 0.3% of 360,000 active. AID 651819; in the data active means activity change below about -30%; further: on the % scale 0 is the no-effect control and ±100 the full control effect
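We incubate TRiC, 40 or 20 nM final, with library compounds at 76 uM and 10 uM ATP for 30 min at 37 °C. ADP formed is detected with Transcreener HTRF reagents after 30 min at room temperature.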
pAkt inh = blocks phosphorylation of Akt; Neuro2A IGF-stimulated pAkt S473 HTRF, 20 min; active compounds read low; activity change, % for hits at 50 µM; 0.32% of 360,000 active; AID 651550; in the data active means activity change below about -80%; inconclusive means mostly about -51% to -80%; further: on the % scale 0 is the no-effect control and ±100 the full control effect
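Neuro2A cells (4,500/well, DMEM with 0.5% FBS) were treated with compound at a single 50 µM final concentration, stimulated with 6 nM IGF for 20 min at 37 °C, and lysed. Phospho-Akt Ser473 was read by HTRF as 665/615 ratio ×10^4.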
EPAC2 antag = blocks human EPAC2 exchange factor; Q8WZA2; EPAC2 GEF exchange of Rap1B-BODIPY-GDP, fluorescence; Potency, µM (series often up to 114 µM), without a hit: top-dose activity, negative = inhibition, actives largely listed as inhibitors; 0.18% of 360,000 active; AID 720708; further: potency means the concentration at half of the fitted maximal effect; on the % scale 0 is the no-effect control and ±100 the full control effect; nearly all actives have a fitted effect of over 45% in size; many of its hits are not listed in these tables
Target sequence (Q8WZA2 whole entry, looked up): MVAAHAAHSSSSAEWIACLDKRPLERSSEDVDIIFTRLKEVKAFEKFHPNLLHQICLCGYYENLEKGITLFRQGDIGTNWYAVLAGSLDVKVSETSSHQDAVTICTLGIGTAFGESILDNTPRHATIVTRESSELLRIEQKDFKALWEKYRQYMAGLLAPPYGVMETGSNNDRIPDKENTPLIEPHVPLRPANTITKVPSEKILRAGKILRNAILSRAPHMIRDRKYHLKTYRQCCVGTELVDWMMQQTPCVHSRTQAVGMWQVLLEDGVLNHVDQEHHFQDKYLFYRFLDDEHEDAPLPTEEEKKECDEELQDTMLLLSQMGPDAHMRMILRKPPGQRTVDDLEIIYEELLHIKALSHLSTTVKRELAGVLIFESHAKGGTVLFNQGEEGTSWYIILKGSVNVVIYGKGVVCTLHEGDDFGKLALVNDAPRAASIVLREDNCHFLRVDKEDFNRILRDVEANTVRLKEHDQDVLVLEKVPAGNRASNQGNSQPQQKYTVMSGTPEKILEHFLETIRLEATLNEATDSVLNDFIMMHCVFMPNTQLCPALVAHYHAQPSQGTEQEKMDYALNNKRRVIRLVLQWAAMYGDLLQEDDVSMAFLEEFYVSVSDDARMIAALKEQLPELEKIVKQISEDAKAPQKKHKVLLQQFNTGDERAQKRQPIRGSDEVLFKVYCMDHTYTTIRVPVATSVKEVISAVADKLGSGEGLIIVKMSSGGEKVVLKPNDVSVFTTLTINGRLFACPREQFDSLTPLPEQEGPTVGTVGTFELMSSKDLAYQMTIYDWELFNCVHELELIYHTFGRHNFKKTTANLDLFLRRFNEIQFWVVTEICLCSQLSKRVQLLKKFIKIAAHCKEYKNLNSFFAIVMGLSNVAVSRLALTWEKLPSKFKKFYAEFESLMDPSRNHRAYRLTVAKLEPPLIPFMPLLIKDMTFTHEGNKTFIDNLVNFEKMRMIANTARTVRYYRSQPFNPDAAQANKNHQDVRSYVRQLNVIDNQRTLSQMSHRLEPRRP
EPAC2 ag = activates human EPAC2 exchange factor | Q8WZA2 | EPAC2 activation, biochemical qHTS; response scale: 100% = 6.5 mM cAMP response | Potency, µM (titrated, usually from 154 µM), inactives show at the highest dose activation, hits mostly activators | 0.079% of 360,000 active; further: potency means the concentration at half of the fitted maximal effect; nearly all actives have a fitted effect of over 50% in size
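Compounds were added across a concentration range to EPAC2 (100 nM), RAP1B-BODIPY-GDP (250 nM) and GDP (50 uM). After 5 min at room temperature, fluorescence was recorded at 5-min intervals for 30 min.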
Nrf2 activator = activates Nrf2 signaling; AREc32 ARE-luciferase reporter (MCF7-derived line), luminescence, 24 h; Potency, µM (titrated, usually from 46.1 µM), inactives show at the top dose activation, most hits filed as activators; 0.31% of 410,000 active; AID 624171; further: potency means the concentration at half of the fitted maximal effect; % of control where 0% means no effect; nearly all actives have a fitted effect of over 65% in size
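Reporter line AREc32 (ARE-Fluc), seeded overnight in OPTI-MEM with 5% FBS; compound pin-transferred, 24 hr at 37 deg C, 5% CO2; luminescent read-out.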
Mm-Cpn inhibitor = blocks the Methanococcus maripaludis chaperonin Mm-Cpn; purified Mm-Cpn ATPase, ADP Transcreener TR-FRET; Potency, µM (highest dose often 76.9 µM), for the others: at the top dose activity, negative = inhibition, actives largely listed as inhibitors; 0.031% of 330,000 active; AID 504842; further: potency means the concentration at half of the fitted maximal effect; on the % scale 0 is the no-effect control and ±100 the full control effect; nearly all actives have a fitted effect of over 80% in size
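ATP (10 uM final) was added to archaeal chaperonin (25 nM final) after 10 min exposure to test compound at 37°C; after 30 min further incubation, ADP was detected by competitive TR-FRET.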
TGFb inhibitor = blocks TGF-b signaling; HepG2 CAGA-GFP TGF-b/SMAD3 reporter, GFP fluorescence, 18 h; TGF-beta stimulated, 500 pg/mL final; Potency, µM (doses to about 46.1 µM), for the others: at the top dose activity, negative = inhibition, usual class: inhibitors; 1.2% of 410,000 active; AID 588855; further: potency means the concentration at half of the fitted maximal effect; on the % scale 0 is the no-effect control and ±100 the full control effect; nearly all actives have a fitted effect of over 65% in size
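First, reporter cells (HEPG2 CAGA-GFP) rested 2 h at 37 degrees C. Next, compounds were pinned in and TGF-beta added to 500 pg/mL final. After 18 h, GFP was imaged per cell and summed per well.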
A549 viability = counter-screen for Nrf2 inhibitors: cytotoxicity in A549 cells; A549 ARE-Fluc cells, CellTiter-Fluor viability, 18-24 h; Potency, µM (doses to about 46 µM), inactives show at the top dose activity change, negative = cytotoxicity, hits mostly inhibitors; 0.16% of 390,000 active; AID 504648; further: potency means the concentration at half of the fitted maximal effect; on the % scale 0 is the no-effect control and ±100 the full control effect
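A549 ARE-Fluc cells in 5% FBS OPTI-MEM, 5000 cells/well, rested 2 h then exposed to compounds in concentration-response for 18-24 h at 37 °C. Viability by CellTiter-Fluor fluorescence (Ex 405/Em 525) after 30 min; luciferase luminescence (BugLite, 15 min, RT) read afterwards.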
Nrf2 block = inhibitors of Nrf2 signaling; A549 ARE-Fluc reporter, luciferase luminescence, 18-24 h; Potency, µM (series often up to 46 µM), without a hit: top-dose activity change, negative = inhibition, usual class: inhibitors; 2.1% of 360,000 active; AID 504444; further: potency means the concentration at half of the fitted maximal effect; on the % scale 0 is the no-effect control and ±100 the full control effect; nearly all actives have a fitted effect of over 60% in size
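Two sequential reads on A549 ARE_Fluc cells exposed to compound for 18-24 h: a CellTiter-Fluor fluorescence read for viability, then a luciferase luminescence read for Nrf2/ARE activity.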
Active calls of the source: *; i = inactive; ? = inconclusive; nt = not tested or not shown; [ ] = remark or other dose. Unless noted, the call rests on the fitted dose curve; in most records, active means well fitted curve in the direction sought with a large enough effect; inconclusive means small, poorly fitted or top-dose-only effect, or another doubt; inactive means no such curve, though single readings can be large; an effect the other way counts as inactive or inconclusive.

SMILES	CCT chaperon mod	pAkt inh	EPAC2 antag	EPAC2 ag	Nrf2 activator	Mm-Cpn inhibitor	TGFb inhibitor	A549 viability	Nrf2 block
COC(=O)c1cc(COc2ccc3ccc(=O)oc3c2)c(C)o1	2.5	i	-12%	11%	4.9%	-4%[15.4 µM]	8%	6%	15%
CCOCCCNC(=O)CSc1nc2nc(C)c(Cc3ccccc3)c(C)n2n1	0.5	i	0%	1%	-1.4%	0%	5%	1%	-1%
CCc1nc2c(OCc3c(C)noc3C)cccn2c1N(C)C(=O)c1ccccc1F	0.5	i	2%	12%	0.1%	nt	6%	nt	nt
CN(C)CCN1C(=O)C(=O)/C(=C(/O)c2ccc(S(=O)(=O)N3CCOCC3)cc2)C1c1ccc(Br)cc1 (centres undefined)	0.2	i	-3%	8%	0.4%	-5%	?	1%	-10%
Cc1ccc(N2C(=O)C3CC(c4ccccc4)=C4C5C=CC(C6C(=O)N(c7ccc(C)cc7C)C(=O)C56)C4C3C2=O)c(C)c1 (centres undefined)	3.4	i	-14%	3%	0.3%	1%	10%	-11%	-25%
COc1ccc(Cl)cc1NC(=O)CSc1nnc(COc2ccccc2)n1N	-1.1	i	-27%	1%	0.3%	1%	-17%	-6%	-19%
Cc1nn(C(=O)CCC(=O)NCc2ccc(OC(C)C)cc2)c2ccccc12	-20	i	6%	-7%	0.7%	2%	6%	-8%	1%
CC1CCN(CC(O)COc2ccc(-c3ccccc3)cc2)CC1 (centres undefined)	-0.1	i	-4%	4%	0.4%	0%	-22%	?	-4%
CC(C)CCn1nnnc1C(c1ccc(N(C)C)cc1)N1CCN(C(=O)c2ccco2)CC1 (centres undefined)	-0.1	i	-2%	1%	-0.5%	-3%	-2%	-14%	12%
COc1cc(-c2nn3c(C4CCCCC4)nnc3s2)cc(OC)c1OC	-0.3	i	-4%	-4%	3.4%	-1%	12%	-2%	-12%
CCCc1nc(S(=O)(=O)Cc2ccc(Cl)cc2Cl)n[nH]1	-1.1	i	0%	-1%	0.1%	1%	-13%	-1%	11%
O=C(CCC1CCCN(C(=O)c2ccc3c(c2)OCO3)C1)N1CCN(c2ccccn2)CC1 (centres undefined)	-3.3	i	4%	8%	0.3%	-2%	2%	4%	?
CN(CC(=O)Nc1ccc(F)cc1)CC(=O)N1CCCC1	-0.4	i	-1%	3%	-0.2%	-2%	-1%	-3%	3%
c1ccc(-c2csc(N3CCN(c4ccccn4)CC3)n2)cc1	-1.4	nt	-2%	11%	6.6%	-1%	-29%	-3%	?
CC(C)(C)C1CCC(OC(=O)CN2CCOCC2)CC1 (centres undefined)	0.5	i	12%	1%	-0.4%	-1%	-7%	8%	?
COc1ccc(CNC(=O)c2cc(S(=O)(=O)N3CCOCC3)cn2C)cc1	0.4	i	-6%	8%	-0.4%	0%	-5%	20%	?
COC(=O)c1nc2nc(-c3cccs3)cc(C(F)(F)F)n2n1	0.3	i	7%	4%	-0.4%	-10%	7%	-5%	2%
CCN(CC)C(=O)C(=O)Nc1ccc(Oc2ccccc2)cc1	-0.7	i	-2%	-3%	0.2%	-1%	-23%	-4%	-3%
Cc1ccc(-c2nn(-c3ccccc3)cc2/C=N/n2c(-c3ccncc3)n[nH]c2=S)cc1	-1.2	i	-2%	-3%	0.2%	-1%	9%	1%	9%
Cc1cc(NC(=O)CSCC(=O)N2CCN(c3cccc(C(F)(F)F)c3)CC2)no1	1.5	i	6%	-4%	0.3%	-4%	8%	0%	4%

Sorted by value in EPAC2 ag (rising): four of the compounds above
Compound | CCT chaperon mod | pAkt inh | EPAC2 antag | EPAC2 ag | Mm-Cpn inhibitor | TGFb inhibitor
Cc1nn(C(=O)CCC(=O)NCc2ccc(OC(C)C)cc2)c2ccccc12 | -20 | i | 6% | -7% | 2% | 6%
CCN(CC)C(=O)C(=O)Nc1ccc(Oc2ccccc2)cc1 | -0.7 | i | -2% | -3% | -1% | -23%
COc1ccc(Cl)cc1NC(=O)CSc1nnc(COc2ccccc2)n1N | -1.1 | i | -27% | 1% | 1% | -17%
O=C(CCC1CCCN(C(=O)c2ccc3c(c2)OCO3)C1)N1CCN(c2ccccn2)CC1 (centres undefined) | -3.3 | i | 4% | 8% | -2% | 2%

Other results follow.
SMILES	CCT chaperon mod	pAkt inh	EPAC2 antag	EPAC2 ag	Nrf2 activator	Mm-Cpn inhibitor	TGFb inhibitor	A549 viability	Nrf2 block
CSC(=NS(=O)(=O)c1ccc(N)cc1)NS(=O)(=O)c1cccs1	-4.3	i	-11%	6%	0.2%	nt	3%	-4%	-3%
COc1ccc(Nc2ncc3c(n2)CC(c2ccccc2)CC3=O)cc1 (centres undefined)	-2.3	i	-3%	2%	-0.1%	-4%	4%	4%	?
CC(C)C[C@H](NC(=O)c1cc2cc(Cl)ccc2n1C)C(=O)N1CCC(C(=O)O)CC1	-2.4	i	-3%	-8%	0.5%	-17%	5%	-2%	-29%
CCN(c1ccccc1)S(=O)(=O)c1cccc(C(=O)NCC(c2ccco2)N2CCCCC2)c1 (centres undefined)	-1.1	i	-10%	5%	0.5%	nt	-3%	-2%	?
CC1CCN(S(=O)(=O)c2ccc(NC(=O)CN3CCN(C)CC3)cc2)CC1	-3.5	i	-1%	10%	-0.6%	-1%	11%	27%	12%
CCN(CC)c1ccc(NC(=O)COc2ccccc2C)cc1S(=O)(=O)Nc1ccccc1OC	2.1	i	-10%	-7%	1.9%	2%	-21%	-6%	?
CCCCN1C(=O)C(CC(=O)NCCN2CCOCC2)CC(C(=O)N2CCOCC2)=C1C (centres undefined)	1.2	i	7%	0%	-0.9%	nt	-2%	nt	nt
Cc1ccc(C)n1-c1ccc(N2CCOCC2)c([N+](=O)[O-])c1	-1.4	i	2%	9%	23%	-2%	5%	5%	-6%
Cc1ccc(CCNC(=O)CS(=O)Cc2nc(-c3cccc(C)c3)oc2C)cc1 (centres undefined)	-3.3	i	-1%	-5%	4.4%	2%	-28%	11%	5%
Cc1c(NC(=O)COC(=O)c2cc(-c3cccc4ccccc34)nc3ccccc23)c(=O)n(-c2ccccc2)n1C	-1.3	i	-9%	-2%	-0.5%	2%	3%	-2%	10%
O=[N+]([O-])c1ccc(N2CCNCC2)cc1NCc1cccnc1	0.1	i	15%	-2%	2.9%	1%	7%	?	-13%
CCn1c(CNC(=O)c2cccc(C)c2)nnc1SCC(=O)NC1=NCCS1	-1.6	i	14%	9%	-0.8%	-1%	1%	6%	5%
Cc1ccc2[nH]c(=O)c(CN(Cc3nnnn3C3CCCC3)C3CCCCC3)cc2c1	2.0	i	12%	-5%	0.7%	-1%	-21%	0%	-1%
NC(=O)CSc1nc2sc3c(c2c2ncnn12)CCCC3	-1.7	i	2%	-1%	7.3%	1%	-7%	-5%	-22%
COc1ccc(OC)c(NC(=O)C2CCN(S(=O)(=O)c3ccc4c(c3)CCCC(=O)N4)CC2)c1	nt	nt	nt	nt	-1.7%	nt	25%	1%	-7%
CCCCNc1nc2c(S(=O)(=O)c3ccc(Br)cc3)nnn2c2ccsc12	nt	nt	nt	nt	0.3%	nt	10%	3%	-34%
Cc1ccc(C(C(=O)NCCc2ccccc2)N(C(=O)c2csnn2)C2CC2)cc1 (centres undefined)	0.2	i	1%	1%	0.5%	-1%	?	-8%	-8%
Cc1c(Cl)c(C(=O)NC2C3CC4CC(C3)CC2C4)nn1C (centres undefined)	0.3	i	13%	-1%	-0.5%	1%	-7%	-12%	-28%
COc1cc2c(cc1NC(=O)C(C)N1CCN(S(=O)(=O)c3ccccc3[N+](=O)[O-])CC1)oc1ccccc12 (centres undefined)	-9.4	i	-7%	15%	7.8%	3%	11%	29%	2%
Cc1cc(Cl)ccc1OCCCC(=O)Nc1cccnc1	0.1	i	19%	4%	0.5%	-3%	1%	1%	nt
CNC(=O)COC(=O)c1ccc2c(c1)S(=O)(=O)c1ccccc1C2=O	-1.2	i	0%	1%	-0.6%	-8%	4%	1%	-7%
COc1ccc(CCNC(=O)c2cc(-c3ccccc3)c(N3CCOCC3)s2)c(OC)c1OC	1.9	i	-9%	2%	-0.1%	0%	-12%	2%	-2%
Cc1nc(SCC(=O)Nc2cc(C)on2)c2c3c(sc2n1)CCCC3	0.9	nt	0%	1%	-0.2%	0%	3%	-8%	?
Cc1cc(C)cc(-n2ncc3c2CCCC3NC(=O)c2ccccc2)c1 (centres undefined)	0.6	i	1%	5%	0.3%	nt	-7%	nt	nt
COc1cc(C2CC(=O)Oc3cc4c(cc32)OCO4)cc(OC)c1OC (centres undefined)	-2.1	i	-17%	9%	0.0%	-1%	-14%	7%	-10%
Cc1cc(C(F)(F)F)cc(NNC(=O)NC(=O)c2ccc(Cl)cc2)n1	-1.3	i	0%	6%	-0.3%	2%	-12%	-3%	8%
COc1ccccc1C1=NOC(C)(c2nnc(-c3cccc(Cl)c3)o2)C1 (centres undefined)	-14	i	11%	10%	0.9%	nt	?	0%	-14%
O=C1NC(=O)/C(=C\c2cn(Cc3ccccc3F)c3ccccc23)N1	0.9	i	0%	-4%	9.7%	3%	-3%	-14%	-4%
COc1cccc(-c2nnc(-c3ccc(C(F)(F)F)cc3)o2)c1	1.0	i	3%	1%	0.4%	-3%	9%	0%	?
CCOC(=O)c1ccc(Nc2ccc(-c3ccc(OC)c(OC)c3)nn2)cc1	-0.5	i	-2%	-4%	3.5%	2%	8%	-20%	-25%
O=C(OCc1ccccc1)N1CCC2CC1c1cc(N3CCN(S(=O)(=O)c4cccc(C(F)(F)F)c4)CC3)ccc12 (centres undefined)	1.0	i	-1%	1%	2.2%	nt	-2%	nt	nt
Cc1ccc(C)c(N=C2CCCN2Cc2ccccc2)c1C#N	0.6	i	-13%	11%	-0.4%	2%	-7%	-13%	?

A portion of the library; count on the stated rates, not on these rows.
